GalR3 antag = human GalR3 antagonism | AID 651719 | actives 0.44% (n = 360,000) | inhibition, % at 3 µM | HEK293 GalR3-CNG cAMP membrane potential fluorescence; galR3 body fused to GalR1 C-terminus;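 active = inhibition above the screen-wide average plus 3 SD, cut at about 13% in these data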;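 also: forskolin and galanin both at EC90 stimulate the cells; cAMP rise reported by CNG channel membrane potential dye signal; 0% = forskolin plus galanin with DMSO and 100% = forskolin alone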
Target sequence (O60755 1-299 limits assumed): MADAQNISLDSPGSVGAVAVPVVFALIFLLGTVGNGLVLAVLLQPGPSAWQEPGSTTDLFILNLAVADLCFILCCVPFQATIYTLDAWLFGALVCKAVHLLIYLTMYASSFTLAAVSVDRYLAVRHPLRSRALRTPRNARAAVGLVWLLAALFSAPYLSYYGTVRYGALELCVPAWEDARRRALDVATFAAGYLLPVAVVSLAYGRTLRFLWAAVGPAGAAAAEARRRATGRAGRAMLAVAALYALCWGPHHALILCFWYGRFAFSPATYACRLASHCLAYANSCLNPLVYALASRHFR
MEKK2wt PB1 HTS = raises or lowers MEK5 binding to wildtype human MEKK2 PB1 domain; bead flow cytometry, Alexa488-MEK5 binding to MEKK2 WT; actives lie on both sides; binding response (% of control), % at 10 µM; actives 1.1% (n = 290,000); AID 1531; in the data active = binding response below about 67% or above about 130%
V1R ag counter = activates human V1a receptor in oxytocin agonist counter-screen; P37288; activation, % at 3 µM; actives 0.25% (n = 320,000); CHO-V1R cells, Fluo-8 calcium fluorescence, agonist mode; 0% DMSO, 100% 3 nM vasopressin;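 active = activation above the mean activation of all tested compounds plus 3 SD, per screening run, cut at about 20% in these data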;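 also: signal is peak over basal fluorescence ratio across a 100 second FLIPR read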
NALP1 inh = NALP1 inhibition. inhibition, % at 10 µM. AID 2071. S. cerevisiae NALP1/ASC/caspase-1 growth, X-gal OD620, 72 h. actives 0.61% (n = 280,000); in the data active = inhibition mostly above about 24%, no sharp cut-off; inactive = mostly below about 32%; also: some compounds called inactive have numbers as strong as hits
PHOSPHO1 inh = blocks human PHOSPHO1 phosphatase activity. Q8TCT1. recombinant PHOSPHO1, absorbance phosphatase assay. inhibition, % at 13.3 µM. actives 1.1% (n = 290,000). AID 1565; in the data active = inhibition above about 60%
MEKK3 PB1 HTS = modulators (inhibitors or enhancers) of MEK5 binding to human MEKK3 PB1 domain | AID 1529 | binding response (% of control), % at 10 µM | actives 1.4% (n = 290,000) | bead-based flow cytometry, Alexa488-MEK5 binding to MEKK3; actives lie on both sides; 0 = blocked by unlabeled MEK5, 100 = vehicle | Q99759;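 active = binding response more than 3 SD above or below the average of its plate-row segment, actives on both sides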;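 also: Alexa488 bead fluorescence after subtracting the streptavidin-only scavenger bead signal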
OXTR agonist = activates the human oxytocin receptor. P30559. CHO-OTR cells, Fluo-8 calcium fluorescence; normalized: DMSO 0%, oxytocin 100%. activation, % at 3 µM. actives 0.32% (n = 320,000). AID 2435;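 active = activation above the mean of all tested compounds plus 3 SD, cutoff set per screening run, cut at about 20% in these data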;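 also: peak over basal fluorescence ratio from a 100 s FLIPR kinetic read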
Target sequence (P30559 whole entry, looked up): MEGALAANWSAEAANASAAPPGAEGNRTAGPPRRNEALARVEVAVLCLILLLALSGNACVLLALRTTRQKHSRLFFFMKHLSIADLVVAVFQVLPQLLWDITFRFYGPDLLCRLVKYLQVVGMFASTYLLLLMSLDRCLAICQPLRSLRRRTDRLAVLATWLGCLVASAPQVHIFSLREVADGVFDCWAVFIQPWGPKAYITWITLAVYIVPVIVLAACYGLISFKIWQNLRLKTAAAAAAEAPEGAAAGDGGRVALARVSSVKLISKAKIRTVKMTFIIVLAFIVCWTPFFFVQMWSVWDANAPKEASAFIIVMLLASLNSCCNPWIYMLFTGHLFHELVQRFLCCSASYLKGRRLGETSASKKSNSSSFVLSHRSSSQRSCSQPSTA
MEKK2mut PB1 HTS = signal of MEK5 binding to mutant human MEKK2 PB1 domain. actives 0.35% (n = 290,000). bead flow cytometry, Alexa488-MEK5 binding to MEKK2 mutant. AID 1530. percent response, % at 10 µM; in the data active = percent response above about 24%, passing the limit was not always enough; also: inactives centre near 1; some results filed as inactive read as strong as hits; reference of the scale not given here
GPR7 antagonist = antagonists of human GPR7 (neuropeptides B/W receptor 1); GPR7-expressing cells, fluorescence antagonist assay; inhibition, % at 4.4 µM; P48145; AID 1861; actives 1.1% (n = 290,000); in the data active = inhibition above about 16%, passing the limit was not always enough;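 also: cells stimulated with the agonist NPW; 0% = agonist with vehicle and 100% = vehicle without agonist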
Target sequence (P48145 whole entry, looked up): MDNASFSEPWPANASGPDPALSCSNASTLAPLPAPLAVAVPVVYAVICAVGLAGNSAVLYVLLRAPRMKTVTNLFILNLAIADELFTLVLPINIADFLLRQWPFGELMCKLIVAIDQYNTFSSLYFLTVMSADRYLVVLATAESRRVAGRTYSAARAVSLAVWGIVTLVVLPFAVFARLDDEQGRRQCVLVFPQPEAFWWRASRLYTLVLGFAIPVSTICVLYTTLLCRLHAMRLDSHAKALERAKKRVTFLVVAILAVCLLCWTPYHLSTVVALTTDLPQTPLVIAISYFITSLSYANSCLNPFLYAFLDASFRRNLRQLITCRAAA
* hit, by the source's call.

Results for COC(=O)C1(C)NC(c2ccc(F)cc2)C2C(=O)N(c3ccc(C)cc3)C(=O)C21 (configuration not stated) ?
GalR3 antag: -8; MEKK2wt PB1 HTS: 105; V1R ag counter: -1.6; NALP1 inh: 3; PHOSPHO1 inh: 35; MEKK3 PB1 HTS: 104; OXTR agonist: -2.0; MEKK2mut PB1 HTS: 12; GPR7 antagonist: -18

Results for Cc1cccc(-c2noc(CCC(=O)Nc3ccccc3)n2)c1 ?
GalR3 antag: -6; MEKK2wt PB1 HTS: 106; V1R ag counter: 6.2; NALP1 inh: 0; PHOSPHO1 inh: 10; MEKK3 PB1 HTS: 102; OXTR agonist: 9.4; MEKK2mut PB1 HTS: 5; GPR7 antagonist: -11

How did CN(C(=O)c1cc(-n2cnnc2)ccc1Cl)c1ccccc1 do in these assays?
GalR3 antag: -3; MEKK2wt PB1 HTS: 97; V1R ag counter: 0.9; NALP1 inh: 18; PHOSPHO1 inh: 16; MEKK3 PB1 HTS: 97; OXTR agonist: -0.5; MEKK2mut PB1 HTS: 0; GPR7 antagonist: -4

What do the screens show for `CCOC(=O)c1cc(C)sc1NC(=O)CN1CCN(C(=O)c2ccco2)CC1`?
GalR3 antag: 1; MEKK2wt PB1 HTS: 111; V1R ag counter: 16; NALP1 inh: 2; PHOSPHO1 inh: -1; MEKK3 PB1 HTS: 109; OXTR agonist: 23*; MEKK2mut PB1 HTS: 9; GPR7 antagonist: -22

What do the screens show for `Cc1sc2ncnc(-n3nnc4ccccc43)c2c1C`?
GalR3 antag: -3; MEKK2wt PB1 HTS: 98; V1R ag counter: 0.2; NALP1 inh: 7; PHOSPHO1 inh: 25; MEKK3 PB1 HTS: 109; OXTR agonist: -1.8; MEKK2mut PB1 HTS: -8; GPR7 antagonist: -14

What do the screens show for `O=C(COc1nncc2ccccc12)NCCC1=CCCCC1`?
GalR3 antag: 2; MEKK2wt PB1 HTS: 101; V1R ag counter: -0.3; NALP1 inh: -11; PHOSPHO1 inh: -9; MEKK3 PB1 HTS: 94; OXTR agonist: -0.5; MEKK2mut PB1 HTS: 0; GPR7 antagonist: 1

Results for Nc1nc2ccccc2n1CCOc1ccc(Cl)cc1 ?
GalR3 antag: -6; MEKK2wt PB1 HTS: 120; V1R ag counter: 5.8; NALP1 inh: 5; PHOSPHO1 inh: 15; MEKK3 PB1 HTS: 107; OXTR agonist: 6.2; MEKK2mut PB1 HTS: 14; GPR7 antagonist: 12

How did CC(C)(C)NC(=O)C(OC(=O)c1cccs1)c1ccc(F)cc1 (configuration not stated) do in these assays?
GalR3 antag: -5; MEKK2wt PB1 HTS: 106; V1R ag counter: -1.0; NALP1 inh: -8; PHOSPHO1 inh: 6; MEKK3 PB1 HTS: 105; OXTR agonist: -0.6; MEKK2mut PB1 HTS: -1; GPR7 antagonist: -11

How did Cc1ccc2c(c1)CCCN2C(=O)C1CCCO1 (configuration not stated) do in these assays?
MEKK2wt PB1 HTS: 101; V1R ag counter: 0.1; PHOSPHO1 inh: -14; MEKK3 PB1 HTS: 103; OXTR agonist: -0.6; MEKK2mut PB1 HTS: 6; GPR7 antagonist: -11

What do the screens show for `Cc1ccc(-n2nc(-c3cccnc3)cc2C(=O)N2CCOCC2)c(C)c1`?
GalR3 antag: -4; MEKK2wt PB1 HTS: 105; V1R ag counter: 0.4; NALP1 inh: 1; PHOSPHO1 inh: 22; MEKK3 PB1 HTS: 103; OXTR agonist: -1.1; MEKK2mut PB1 HTS: 3; GPR7 antagonist: 1

How did CSc1nnc(-c2ccccc2Cl)o1 do in these assays?
GalR3 antag: -3; MEKK2wt PB1 HTS: 103; V1R ag counter: -1.2; NALP1 inh: 12; PHOSPHO1 inh: 4; MEKK3 PB1 HTS: 106; OXTR agonist: -0.7; MEKK2mut PB1 HTS: 4; GPR7 antagonist: -13

How did CCOC(=O)CSc1nc(C2CC2)nc2ccccc12 do in these assays?
GalR3 antag: -5; MEKK2wt PB1 HTS: 98; V1R ag counter: -1.6; NALP1 inh: 18; PHOSPHO1 inh: 23; MEKK3 PB1 HTS: 98; OXTR agonist: -1.7; MEKK2mut PB1 HTS: -1; GPR7 antagonist: -14

What do the screens show for `CCOc1cc2[nH]c(=S)n(CCC(=O)N3CCc4ccccc4C3)c(=O)c2cc1OCC`?
GalR3 antag: -1; MEKK2wt PB1 HTS: 99; V1R ag counter: -0.5; NALP1 inh: 10; PHOSPHO1 inh: 25; MEKK3 PB1 HTS: 105; OXTR agonist: -1.1; MEKK2mut PB1 HTS: 5; GPR7 antagonist: -6

How did CCCCNc1nc2c(S(=O)(=O)c3ccccc3)nnn2c2ccccc12 do in these assays?
MEKK2wt PB1 HTS: 95; V1R ag counter: 0.8; NALP1 inh: 10; PHOSPHO1 inh: 33; MEKK3 PB1 HTS: 99; OXTR agonist: -0.1; MEKK2mut PB1 HTS: -3; GPR7 antagonist: -9

Results for CC1SC(c2ccccc2)N(CC(O)c2ccc([N+](=O)[O-])cc2)C1=O (configuration not stated) ?
GalR3 antag: -4; MEKK2wt PB1 HTS: 97; V1R ag counter: 0.7; NALP1 inh: 8; PHOSPHO1 inh: -5; MEKK3 PB1 HTS: 102; OXTR agonist: -0.7; MEKK2mut PB1 HTS: -5; GPR7 antagonist: -4

Results for Cc1cccc(NC(=O)N2C3CCCC2CC(NC(=O)C2CC2)C3)c1 (configuration not stated) ?
GalR3 antag: -8; MEKK2wt PB1 HTS: 103; V1R ag counter: -0.1; NALP1 inh: 7; PHOSPHO1 inh: 18; MEKK3 PB1 HTS: 104; OXTR agonist: -0.4; MEKK2mut PB1 HTS: 2; GPR7 antagonist: -19

Results for CC(=O)c1c(C)[nH]c(C(=O)Nc2cc(F)ccc2C)c1C ?
GalR3 antag: -11; MEKK2wt PB1 HTS: 99; V1R ag counter: 1.7; NALP1 inh: 27; PHOSPHO1 inh: 27; MEKK3 PB1 HTS: 98; OXTR agonist: -0.7; MEKK2mut PB1 HTS: -4; GPR7 antagonist: -5

What do the screens show for `O=C(NC1=NCCS1)c1cc(Cl)ccc1Cl`?
GalR3 antag: -10; MEKK2wt PB1 HTS: 105; V1R ag counter: 0.0; NALP1 inh: -24; MEKK3 PB1 HTS: 107; OXTR agonist: -0.9; MEKK2mut PB1 HTS: 10; GPR7 antagonist: -8

How did O=S(=O)(Nc1cccc(-c2nnco2)c1)c1ccc(F)cc1F do in these assays?
GalR3 antag: -4; MEKK2wt PB1 HTS: 99; V1R ag counter: 0.6; NALP1 inh: -2; PHOSPHO1 inh: 20; MEKK3 PB1 HTS: 99; OXTR agonist: -0.1; MEKK2mut PB1 HTS: 5; GPR7 antagonist: -14

How did C[C@H]1C[C@H]2[C@@H]3CCC4=CC(=O)C=C[C@]4(C)[C@@]3(Cl)[C@@H](O)C[C@]2(C)[C@@]1(O)C(=O)CO do in these assays?
GalR3 antag: -2; MEKK2wt PB1 HTS: 99; V1R ag counter: 0.8; NALP1 inh: -1; PHOSPHO1 inh: 1; MEKK3 PB1 HTS: 88; OXTR agonist: 0.7; MEKK2mut PB1 HTS: -4; GPR7 antagonist: -7

How did COC(=O)c1ccccc1NC(NC(=O)c1ccco1)C(=O)c1ccc(C)cc1 (configuration not stated) do in these assays?
GalR3 antag: -6; MEKK2wt PB1 HTS: 90; V1R ag counter: -0.3; NALP1 inh: 5; PHOSPHO1 inh: 25; MEKK3 PB1 HTS: 99; OXTR agonist: -1.7; MEKK2mut PB1 HTS: -6; GPR7 antagonist: -12

How did Cc1ccc(NC(=O)Cn2nnc(-c3ccc4c(c3)OCO4)n2)cc1F do in these assays?
GalR3 antag: 1; MEKK2wt PB1 HTS: 100; V1R ag counter: 0.2; NALP1 inh: 35; PHOSPHO1 inh: 23; MEKK3 PB1 HTS: 100; OXTR agonist: 1.9; MEKK2mut PB1 HTS: 0; GPR7 antagonist: -10

How did C/C(=N/O)c1cc(C(C)(C)C)c(O)c(C(C)(C)C)c1 do in these assays?
GalR3 antag: -3; MEKK2wt PB1 HTS: 100; V1R ag counter: 9.5; NALP1 inh: -3; PHOSPHO1 inh: 4; MEKK3 PB1 HTS: 106; OXTR agonist: 21*; MEKK2mut PB1 HTS: -1; GPR7 antagonist: -12

How did CCS(=O)(=O)n1nc(-c2ccc(C)cc2)nc1N do in these assays?
GalR3 antag: 0; MEKK2wt PB1 HTS: 109; V1R ag counter: -0.4; NALP1 inh: -24; PHOSPHO1 inh: -18; MEKK3 PB1 HTS: 102; OXTR agonist: -2.1; MEKK2mut PB1 HTS: 4; GPR7 antagonist: -13

What do the screens show for `C=CCC(NCc1ccccc1)c1ccco1` (configuration not stated)?
MEKK2wt PB1 HTS: 102; V1R ag counter: -0.3; NALP1 inh: 12; PHOSPHO1 inh: -12; MEKK3 PB1 HTS: 103; OXTR agonist: -0.7; MEKK2mut PB1 HTS: 6; GPR7 antagonist: -8

How did CN(CC(=O)Nc1ccccn1)S(=O)(=O)c1ccc(Cl)cc1 do in these assays?
GalR3 antag: -5; MEKK2wt PB1 HTS: 101; V1R ag counter: 1.0; NALP1 inh: 11; PHOSPHO1 inh: -4; MEKK3 PB1 HTS: 111; OXTR agonist: -0.3; MEKK2mut PB1 HTS: -3; GPR7 antagonist: -8

What do the screens show for `CC(C#N)Sc1ncnc2sc3c(c12)CCC3` (configuration not stated)?
GalR3 antag: -5; MEKK2wt PB1 HTS: 99; V1R ag counter: -1.3; NALP1 inh: -19; PHOSPHO1 inh: -1; MEKK3 PB1 HTS: 99; OXTR agonist: -2.1; MEKK2mut PB1 HTS: 0; GPR7 antagonist: -9

How did Cc1ccc(C2=[N+]([O-])C3(CCCCC3=O)N(O)C2(C)C)cc1 (configuration not stated) do in these assays?
GalR3 antag: -2; MEKK2wt PB1 HTS: 99; V1R ag counter: 0.6; NALP1 inh: -1; PHOSPHO1 inh: 30; MEKK3 PB1 HTS: 101; OXTR agonist: -0.3; MEKK2mut PB1 HTS: -2; GPR7 antagonist: -9

How did CCNC(=S)NNC(=O)c1cccnc1 do in these assays?
GalR3 antag: -2; MEKK2wt PB1 HTS: 93; V1R ag counter: 1.0; NALP1 inh: -40; PHOSPHO1 inh: 11; MEKK3 PB1 HTS: 91; OXTR agonist: 0.1; MEKK2mut PB1 HTS: -3; GPR7 antagonist: -8

What do the screens show for `O=C(O)c1cccc(COc2ccc3c(c2)CCC3)c1`?
GalR3 antag: 5; MEKK2wt PB1 HTS: 101; V1R ag counter: 1.7; NALP1 inh: 11; PHOSPHO1 inh: -1; MEKK3 PB1 HTS: 100; OXTR agonist: 2.7; MEKK2mut PB1 HTS: 4; GPR7 antagonist: -15

What do the screens show for `Cc1csc(SCC(=O)Nc2cc(C(C)(C)C)nn2-c2ccccc2)n1`?
GalR3 antag: -2; MEKK2wt PB1 HTS: 98; V1R ag counter: -0.6; NALP1 inh: 1; PHOSPHO1 inh: -22; MEKK3 PB1 HTS: 99; OXTR agonist: -2.6; MEKK2mut PB1 HTS: 0; GPR7 antagonist: -8

What do the screens show for `CC(C)NC(=O)C1CCN(C2CCN(C(=O)c3scc4c3CCCC4)CC2)CC1`?
GalR3 antag: -6; MEKK2wt PB1 HTS: 104; V1R ag counter: 0.4; NALP1 inh: 22; PHOSPHO1 inh: 14; MEKK3 PB1 HTS: 101; OXTR agonist: -0.2; MEKK2mut PB1 HTS: 9; GPR7 antagonist: -17

Results for COC(=O)CCCCCc1ccc(C(C)=O)s1 ?
GalR3 antag: -5; MEKK2wt PB1 HTS: 100; V1R ag counter: 1.6; PHOSPHO1 inh: -4; MEKK3 PB1 HTS: 101; OXTR agonist: 1.2; MEKK2mut PB1 HTS: 5; GPR7 antagonist: 2

Compound activity: PubChem BioAssay, several laboratories
